# FN deposit inh: inhibitors of fibronectin matrix deposition, primary screen, AH1F cells, Alexa488-fibronectin fluorescence, plate reader; AH1F fibroblasts, overnight; inhibition, % at 12.6 µM; hit rate 0.086% among 350,000; AID 743247, 2014;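 active = mean inhibition across replicates of 30% or more, regardless of how many single replicates reach that level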;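 note: positive control wells lacked labelled fibronectin entirely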
#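 Assay system: AH1F fibroblasts assembling fluorescent fibronectin matrix; Amount: 10000 AH1F cells per well; Buffer or medium: DMEM, 2% serum; Probe or stimulus: Alexa488-fibronectin, 24 nM final in well; Doses: single compound dose, delivered by pin transfer; Incubation: 1 h adhesion, overnight exposure; Measured by: fluorescence 485/525 nm; Read-out: fibronectin deposition inhibition.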
# miR-122 sensor: miR-122 Renilla sensor signal increase in Huh7, primary screen, miR-122 inhibitor project, cell-based, single point, plate reader | Huh7 miR-122 Renilla luciferase sensor, 48 h; neutral wells = 0, positive control = 100 | hit rate 0.3% among 340,000 | activation (reporter increase), % at 12.5 µM;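 active = mean replicate activation score at least 90 and every replicate individually at or above 90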;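 note: higher luciferase means less miR-122 activity so hits act as miR-122 inhibitors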
# PglD inh: C. jejuni PglD acetyltransferase inhibitors, primary screen, biochemical, DTNB colorimetric, single point. purified PglD enzyme, DTNB colorimetric CoA detection. hit rate 0.098% among 360,000. UDP-N-acetylbacillosamine N-acetyltransferase PglD (Campylobacter jejuni). inhibition, % at 12.5 µM; in the data active = inhibition above about 16%, passing the limit was not always enough; note: strong numbers were not always called active
# PGC1a acetyl inh: inhibitors of PGC1a acetylation signal, primary screen, cell-based, U2OS, AlphaScreen, inhibitor mode; inhibition, % at 15.6 µM; hit rate 0.17% among 350,000; AID 651687, 2012; AlphaScreen anti-acetyl-lysine; with virally co-expressed GCN5 acetyltransferase;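 active = every replicate shows inhibition of at least 40%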;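 note: 0% = neutral control wells and 100% = positive control wells; some results beyond the cut were filed as inactive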
# CFTR F508del cor: F508del CFTR correction, initial screen, CFBE line, single point; CFBE cells, YFP halide quenching; stimulated with forskolin plus potentiator P3; % fluorescence drop versus neutral controls; activity (quench increase), % at 7.58 µM; hit rate 0.36% among 350,000; AID 720511, 2013;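 active = mean added fluorescence quench of at least 8% versus neutral control, with both replicates also reaching 8%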;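 note: cells transiently co-express mutant CFTR-F508del with the halide-sensitive YFP; corrector assay measuring rescue of mutant channel to the surface after 24 h compound exposure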
# Cneo AK release: Cryptococcus neoformans cell lysis inducers, primary screen, AK release luminescence, single concentration; lysis activity, % at 15 µM; AID 651654, 2012; C. neoformans lysis, adenylate kinase release luminescence, 4 h; normalised: neutral wells 0, clomiphene wells 100; hit rate 0.2% among 360,000;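 active = mean lysis activity across replicates of at least 80%, whatever share of replicates individually reach that level; inactive = mean lysis activity below 80%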
#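 Material: C. neoformans cells; Schedule: 4 h static compound exposure, 37 °C, read 1 h post-reagent; Measured by: adenylate kinase release luminescence; Read-out: signal increase indicating cell lysis; Controls: Clomiphene as positive lysis control.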
# GSIS activator: GLuc luminescence reporter in INS-1E cells, primary screen for activators of glucose-dependent secretion of insulin | INS-1E GLuc reporter insulin secretion, 2-3 h | activation, % at 16.6 µM | hit rate 0.61% among 370,000 | AID 743287, 2014;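 active = lowest replicate activation of at least 40%, so every replicate reaches that level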;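 note: 0% = median of neutral control wells and 100% = median of IBMX positive control wells; some compounds called inactive have numbers as strong as hits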
# C2C12 statin: suppressors of statin myotoxicity in C2C12 myotubes, primary screen, cell-based, single point, plate reader; hit rate 0.78% among 330,000; C2C12 myotubes + simvastatin, ATP luminescence, 48 h; scaled: DMSO 0, geranylgeraniol control 100; rescue of ATP level, % at 7.49 µM;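 active = mean ATP rescue above about 67%, or every replicate alone reaching that limit, limit read from the data, passing the limit was not always enough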;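 note: myotubes were challenged with 10 µM simvastatin during compound exposure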
# * marks the source's active call; other numbers are inactive results; nt = not tested or not shown; & = joins results of further samples; [ ] = remark or other dose. No enrichment for hits; any-hit rate near 2.1%.
# Second line of a record: FN deposit inh	Cneo AK release	CFTR F508del cor	PglD inh	C2C12 statin	PGC1a acetyl inh	GSIS activator	miR-122 sensor
O=C(CN1C(=O)NC2(CCCCCCC2)C1=O)Nc1ccc(Cl)cc1
→ 5	1	0.1	3	1	-4	-4	11
CCOP(=O)(OCC)c1nc(-c2ccccc2)oc1N1CCCCC1
→ 9	-1	-3.0	8	5	-1	1	7
C[C@H]1CN([C@@H](C)CO)C(=O)c2cc(-c3cccnc3)cnc2O[C@@H]1CN(C)C(=O)C1CCOCC1
→ nt	-4	-0.1	1	7	4	8	-6[16.7 µM]
COc1ccc(-c2cc(Cl)cc3c(=O)c4ccccc4n(C)c23)cc1F
→ 3	-1	2.1	-2	11	2	-4	3
C/C(=N/NC(N)=S)c1ccc(Br)s1
→ -6	nt	-0.1	nt	nt	0	-2	nt
COC(=O)COc1ccc(S(=O)(=O)Nc2ccc(NC(C)=O)cc2)cc1C
→ 21	nt	nt	nt	nt	-5	-5	-11
C[C@H]1CN([C@@H](C)CO)C(=O)CCCn2nncc2CO[C@H]1CN(C)S(=O)(=O)c1cn(C)cn1
→ 8	0	-1.3	15	-19	2	9	0[16.7 µM]
CC(C)NC(=O)N(C)C[C@@H]1Oc2ccc(NS(=O)(=O)c3ccc(F)cc3)cc2C(=O)N([C@@H](C)CO)C[C@H]1C
→ 4	-1	-0.5	-2	-11	10	5	-5[16.7 µM]
O=C(Nc1cccc(F)c1)Nc1ccc2c(c1)CCC2
→ nt	2	0.0	2	-12	nt	2	3
COc1cc(C(=O)Nc2ccc(C(=O)O)cc2)ccc1OC(C)=O
→ 7	nt	0.7	nt	nt	nt	7	-21
Nc1nc(CSc2nc3ccccc3[nH]2)nc(N2CCOCC2)n1
→ nt	-3	nt	-6	4	-2	nt	-1
COc1ccc(NC(=O)N(C)C[C@H]2Oc3ccc(NC(=O)CCN4CCOCC4)cc3C(=O)N([C@@H](C)CO)C[C@H]2C)cc1
→ 8&16	2&0	-0.8&2.6	2&3	-15&-4	-4&13	17&-2	0[16.7 µM]
Cc1cc(-n2c(C)cc(C(=O)COc3ccccc3[N+](=O)[O-])c2C)no1
→ 6	nt	-2.3	nt	nt	5	3	nt
COC(CNC(=O)C1CCCCC1C(=O)O)OC (stereo not given)
→ 3	-1	nt	-2	10	-2	11	-1
O=C(NCCN1CCN(Cc2ccccc2)CC1)Nc1cc(Cl)cc(Cl)c1
→ -12	-4	0.0	3	-25	nt	-20	-2
COc1cccc(-c2ccc([C@@H]3[C@@H](CO)N4CCCCN(C(=O)NC(C)C)C[C@@H]34)cc2)c1
→ nt	-2	0.2	8	nt	-3	20	-4[16.7 µM]
CO[C@H]1CN(C)C(=O)c2cc(NC(=O)c3cc(C)on3)ccc2OC[C@@H](C)NC[C@H]1C
→ 5	-2	1.7	1	-22	3	3	nt
COc1ccc(-c2cc3ccccc3oc2=O)cc1NC(=O)c1cccnc1
→ -10	-2	nt	5	5	-2	-7	7
COc1ccc2cc(C(=O)C3CCCN(C(=O)Cc4c(C)noc4C)C3)ccc2c1 (stereo not given)
→ 0	-1	-0.7	1	7	8	16	1
CCCCN(CC)S(=O)(=O)c1c(C)[nH]c(=O)[nH]c1=O
→ 3	0	1.0	3	1	4	6	4
CCOC(=O)c1ccc(NC(=O)c2nc[nH]c2C(=O)N[C@H](C)c2ccccc2)cc1
→ 0	2	-2.8	6	-10	2	nt	3
CO[C@H]1CN(C)C(=O)c2cc(NC(=O)NC(C)C)ccc2OC[C@H](C)N(C)C[C@@H]1C
→ -9	0	-1.3	1	13	-5	0	0[16.7 µM]
CNC[C@@H]1Oc2cc(C#Cc3cccc(F)c3)ccc2S(=O)(=O)N([C@@H](C)CO)C[C@H]1C
→ nt	-7	-0.9	-4	7	-7	-6	-5[16.7 µM]
CN(C)CCCNC(=O)C[C@H]1CC[C@H]2[C@@H](COc3ccc(NC(=O)c4ccc5c(c4)OCO5)cc3C(=O)N2C)O1
→ -8	nt	0.7	nt	nt	-15	4	nt
COC(=O)C[C@H]1C[C@H]2c3cc(NC(=O)Nc4ccccc4F)ccc3O[C@H]2[C@@H](CO)O1
→ 8	11	4.8	2	-8	-2	0	8[16.7 µM]
CCn1c(=O)c2cc(C(=O)N(C)c3ccc(OC)cc3OC)sc2c2ccccc21
→ 2	0	1.9	4	11	-2	5	-2
COC(=O)C[C@H]1CC[C@@H]2[C@@H](COc3ccc(NC(=O)Nc4cccc(F)c4)cc3C(=O)N2C)O1
→ -11	-4	-4.8	-1	12	-5	-12	-40[16.7 µM]
Fc1cccc(Cc2c(-c3cccc(Cl)c3)nc3c4ccccc4ccn23)c1
→ -1	0	-0.7	-4	5	-9	9	2
O=[N+]([O-])c1ncccc1Oc1nc(-c2cccnc2)nc2ccccc12
→ -6	nt	1.6	nt	nt	-1	24	nt
Cc1cc(=O)n(CC(C)C)c(O)c1C#N
→ nt	-1	nt	-3	nt	-9	-9	-8
CC(=O)Nc1nc(=O)c2ccccc2s1
→ nt	-13	-0.9	5	-5	-24	2	-5
COc1ccc(C(=O)Nc2cccc(S(=O)(=O)N3CCCC3)c2)cc1S(=O)(=O)N1CCOCC1
→ 1	-1	-3.9	-7	4	-18	-8	nt
Cc1ccc(S(=O)(=O)N(C)C[C@@H]2Oc3ccc(NC(=O)Nc4cccc5ccccc45)cc3CC(=O)N([C@H](C)CO)C[C@@H]2C)cc1
→ nt	1	-1.8	1	10	11	7	-11[16.7 µM]
COc1cccc(Oc2nnnn2-c2ccccc2)c1
→ -15	-3	nt	2	6	nt	13	-4
Brc1ccc(-c2csc(N/N=C/c3cccnc3)n2)cc1
→ -10	nt	2.3	nt	nt	-4	3	-1
Cn1c(SCc2nn[nH]n2)nc2c1c(=O)n(Cc1ccccc1Cl)c(=O)n2C
→ nt	8	nt	-3	0	7	nt	nt
CN(Cc1ccccc1)S(=O)(=O)CCNC(=O)c1ccc2c(c1)OCO2
→ 4	0	-3.6	8	18	10	21	-8
C[C@@H]1CCCCO[C@H](CN(C)C)[C@@H](C)CN([C@@H](C)CO)C(=O)c2cc(NS(=O)(=O)c3ccc(F)cc3)ccc2O1
→ -3	nt	-2.1	nt	-21	-4	14	11[16.7 µM]
Cc1ccc2c(c1)C(=O)C(=O)N2CC(=O)Nc1ccccc1NC(=O)c1ccccn1
→ 10	1	3.3	1	-5	5	-1	-4
NC(=O)CSc1nnc(-c2ccco2)n1-c1ccc(F)cc1
→ 3	-1	0.1	1	11	3	18	-5
CCCCCn1c(=S)[nH]c2cc(C(=O)N3CCN(C(=O)OCC)CC3)ccc2c1=O
→ -5	2	0.4	-3	11	-7	18	-5
COc1ccc(CSc2nc(CSC)cc(N3CCOCC3)n2)cc1
→ nt	0	0.1	-1	2	nt	4	3
COc1cccc(C(=O)Nc2ccc3c(c2)C(=O)N(C)C[C@@H](OC)[C@@H](C)CN[C@@H](C)CO3)c1
→ -2	-1	1.2	-1	15	-2	-7	nt
COc1ccc(NC(=O)N(C)C[C@@H]2Oc3ccc(NS(=O)(=O)c4ccccc4)cc3C(=O)N([C@@H](C)CO)C[C@@H]2C)cc1
→ nt	52	1.8	4	nt	-2	0	-4[16.7 µM]
Cc1ccc(-n2nc(C)c(C(=O)Nc3cccc(C(=O)NC4CC4)c3)n2)c(C)c1
→ -5	-1	-1.8	0	-26	-6	39	-7
Cc1ccc(NC(=O)c2oc3ccccc3c2NC(=O)C2CC2)cc1
→ -16	-2	-0.2	-4	0	10	-28	9
COc1ccc(CC(=O)NC2CC2)cc1OC
→ 1	-1	1.2	12	8	6	2	-2
Cc1ccc(S(=O)(=O)N(C)C[C@H]2Oc3ccc(NC(=O)Cc4cn(C)c5ccccc45)cc3C(=O)N([C@H](C)CO)C[C@H]2C)cc1
→ nt	-1	3.0	2	4	5	-5	77[16.7 µM]
Cc1cc(=O)c(C(=O)O)cn1-c1ccc(C(C)C)cc1
→ nt	-2	0.8	0	-3	7	-11	-5
COc1ccc(NS(=O)(=O)c2ccc(-c3ccccn3)s2)cc1
→ 2	18	-2.3	6	nt	-15	-5	9
COC(=O)C1=C[C@@H](C(=O)OC)[C@@H]2C3=C(C(=O)[C@]2(C)NC(=O)c2ccccc2)[C@H](C)n2c(=O)n(C)c(=O)n2[C@@H]3C1
→ 2	-2	0.8	2	-6	nt	nt	nt
COCCn1c(COc2ccc(Cl)cc2)nnc1SCC(N)=O
→ nt	-1	-1.7	-3	15	1	8	-14
COC(=O)c1cnc(SC)nc1C
→ 2	1	nt	0	6	nt	nt	-6
NC(=O)Nc1ccc(C(=O)OCC(=O)Nc2cccc(S(=O)(=O)NC3=NCCCCC3)c2)cc1
→ 6	-2	0.8	4	-4	-3	6	-12
CCCCC1C(=O)CC[C@H]2[C@@H]1CC(=O)[C@@H]2C/C=C\CCCC(=O)O (stereo not given in full)
→ nt	-1	nt	-7	1	18	nt	-1
CNC[C@@H]1Oc2ccc(NC(=O)Nc3ccc(F)cc3)cc2C(=O)N([C@@H](C)CO)C[C@H]1C
→ -12	-3	0.2	0	-1	-6	-4	6[16.7 µM]
Cn1c(SCC(=O)Nc2cccc(F)c2)nnc1-c1cc2ccccc2o1
→ nt	-1	nt	-7	3	-1	nt	2
Cc1ccc(/C=N/NC(=O)c2nnn(-c3nonc3N)c2CNc2ccccc2)cc1
→ 0	0	1.5	2	-1	2	5	3
COc1ccc(-c2nnc(SCC(=O)NCC3CCCO3)n2C)cc1 (stereo not given)
→ -20	nt	0.3	nt	nt	3	-11	nt
Cc1ccc(S(=O)(=O)Nc2ccc3c(c2)C(=O)N([C@H](C)CO)C[C@H](C)[C@H](CN(C)S(=O)(=O)c2ccc(F)cc2)OCCCC[C@@H](C)O3)cc1
→ nt	-1	3.3	2	nt	3	18	6[16.7 µM]

# The list goes on:
# Second line of a record: FN deposit inh	Cneo AK release	CFTR F508del cor	PglD inh	C2C12 statin	PGC1a acetyl inh	GSIS activator	miR-122 sensor
O=C(Cn1nnc(-c2ccccc2)n1)N=Nc1c(O)[nH]c2ccccc12
→ 5	nt	nt	nt	nt	2	93*	2
COc1cc2c(cc1OC)C(c1ccccc1)N(C(=O)c1ccccc1)CC2 (stereo not given)
→ 1	-1	-0.8	0	0	nt	-20	-12
O=C(CSCc1ccccc1)N1CCN(Cc2ccc3c(c2)OCO3)CC1
→ nt	-6	nt	10	16	-5	nt	1
Cc1cc(C)n2nc(C(=O)N(C)c3c(N)n(Cc4ccccc4)c(=O)[nH]c3=O)nc2n1
→ 3	-1	-0.9	-1	-2	10	4	2
COc1cccc(N2CCN(c3ccc4nnc(CCC(=O)Nc5ncccc5C)n4n3)CC2)c1
→ 1	4	2.1	0	8	3	-5	8
COC1CCN(C(=O)c2cc(COc3cc(C)ccc3C)on2)CC1
→ 0	0	2.7	6	-15	3	-15	-3
C[C@H]1CCCCO[C@H](CN(C)Cc2ccc(C(F)(F)F)cc2)[C@@H](C)CN([C@@H](C)CO)C(=O)c2cc(NS(=O)(=O)c3ccccc3)ccc2O1
→ -6	-21	2.9	-3	nt	6	-27	-12[16.7 µM]
